PI5P4Ka inh: blocks human PI5P4K alpha kinase activity | P48426 | PI5P4Kalpha enzyme, ADP-Glo luminescence, 60 min; hits give low values | max response, % | actives 1.2% (n = 330,000) | AID 652105; active means max response of -50% or lower; inconclusive means between -30% and -50%; inactive means -30% or higher; further: value at the top dose of about 77 µM; on the % scale 0 is the no-effect control and ±100 the full control effect
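Luminescence from ADP-Glo served as readout of PI5P4Kalpha activity in a qHTS format. Reaction: enzyme, substrate, compound, ATP at 5 microM final, 60 min at RT.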
IL2 activator: IL-2 activation; IL-2 activation reporter assay, cell-based qHTS; stimulated with anti-CD3/CD4/CD28 beads; in transgenic mouse T cells; activation, % (series mostly up to about 46 µM); actives 0.065% (n = 360,000); in the data active means activation above about 50%; inconclusive means mostly about 30% to 49%; further: 0% is about no effect
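Screening format: compound pinned onto unstimulated transgenic mouse T cells, 60 min incubation, then anti-CD3/anti-CD4/anti-CD28 bead stimulation for 18 hours at 37 degrees C, followed by EGFP and DsRed detection.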
DRD3 antagonist: D3 dopamine receptor (human) antagonism; D3R cells, DiscoveRx beta-arrestin luminescence, antagonist mode; hits give low values; max response, negative = inhibition, %; actives 2.5% (n = 360,000); in the data active means max response below about -50%; inconclusive means no clear call, values can overlap the other calls; further: on the % scale 0 is the no-effect control and ±100 the full control effect; mostly tested at two doses, the higher about 12 µM
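Cells expressing the human receptor were seeded at 1500 cells/well, incubated overnight at 37 degrees C in 5% CO2, then exposed to library compounds with dopamine controls for 90 minutes at 37 degrees C before luminescent detection.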
WRN inhibitor: blocks human WRN helicase; Q14191; WRN helicase unwinding, fluorescent forked duplex, kinetic; Potency, µM (series often up to 114 µM), without a hit: at the highest dose activity change, negative = inhibition, actives largely listed as inhibitors; actives 0.46% (n = 360,000); AID 651768; further: potency means the concentration at half of the fitted maximal effect; on the % scale 0 is the no-effect control and ±100 the full control effect; nearly all actives have a fitted effect of over 55% in size
Target sequence (Q14191 whole entry, looked up): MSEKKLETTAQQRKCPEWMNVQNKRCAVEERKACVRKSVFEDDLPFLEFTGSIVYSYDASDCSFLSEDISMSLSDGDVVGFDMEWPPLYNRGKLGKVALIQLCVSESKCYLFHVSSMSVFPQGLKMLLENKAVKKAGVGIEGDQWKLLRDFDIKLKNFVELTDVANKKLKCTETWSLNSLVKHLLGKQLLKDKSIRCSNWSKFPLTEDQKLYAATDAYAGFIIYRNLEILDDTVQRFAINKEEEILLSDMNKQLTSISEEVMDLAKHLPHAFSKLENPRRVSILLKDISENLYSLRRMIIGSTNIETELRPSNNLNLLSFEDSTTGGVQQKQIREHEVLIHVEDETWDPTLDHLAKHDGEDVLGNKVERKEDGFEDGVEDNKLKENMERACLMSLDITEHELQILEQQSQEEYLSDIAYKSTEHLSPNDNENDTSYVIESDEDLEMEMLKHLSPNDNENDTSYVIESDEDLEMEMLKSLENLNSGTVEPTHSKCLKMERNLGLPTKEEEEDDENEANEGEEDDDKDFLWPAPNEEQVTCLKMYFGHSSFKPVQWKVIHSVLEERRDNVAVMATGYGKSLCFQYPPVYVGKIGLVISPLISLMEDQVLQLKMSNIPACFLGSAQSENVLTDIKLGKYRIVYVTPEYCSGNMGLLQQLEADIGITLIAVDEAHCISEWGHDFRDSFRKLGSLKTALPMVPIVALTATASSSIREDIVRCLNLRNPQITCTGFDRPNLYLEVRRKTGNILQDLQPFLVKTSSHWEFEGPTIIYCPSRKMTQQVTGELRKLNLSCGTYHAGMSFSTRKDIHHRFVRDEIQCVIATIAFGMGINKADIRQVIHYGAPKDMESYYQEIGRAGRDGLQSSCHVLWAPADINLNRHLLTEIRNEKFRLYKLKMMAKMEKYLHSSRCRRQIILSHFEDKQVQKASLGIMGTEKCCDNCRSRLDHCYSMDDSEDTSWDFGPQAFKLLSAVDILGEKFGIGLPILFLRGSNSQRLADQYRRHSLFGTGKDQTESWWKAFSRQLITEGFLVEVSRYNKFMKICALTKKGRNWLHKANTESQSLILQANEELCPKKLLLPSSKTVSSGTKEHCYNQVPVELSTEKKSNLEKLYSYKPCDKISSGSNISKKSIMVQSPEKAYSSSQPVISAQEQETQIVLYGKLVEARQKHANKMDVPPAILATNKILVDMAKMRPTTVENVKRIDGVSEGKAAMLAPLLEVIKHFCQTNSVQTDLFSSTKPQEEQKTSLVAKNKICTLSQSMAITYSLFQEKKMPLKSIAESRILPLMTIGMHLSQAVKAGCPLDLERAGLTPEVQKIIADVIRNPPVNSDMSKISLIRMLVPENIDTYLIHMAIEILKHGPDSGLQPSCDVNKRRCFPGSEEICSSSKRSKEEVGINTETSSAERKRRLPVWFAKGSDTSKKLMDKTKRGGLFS
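Primary qHTS, 1536-well format. 20 nM WRN + compound, 15 min RT; start with 100 nM forked fluorophore/quencher duplex, 2 mM ATP (final); kinetic read ex 525/em 598 nm.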
D3 ag: D3 dopamine receptor (human) agonism; P35462; D3R DiscoveRx beta-arrestin cells, luminescence, 90 min; max activation, %; actives 0.58% (n = 410,000); AID 652048; in the data active means max activation above about 30%; further: 0% is about no effect; mostly tested at two doses, the higher about 12 µM
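Cells at 1500/well, incubated overnight, then treated with pinned compounds (dopamine as control) for 90 min at 37 degrees C. DiscoveRx reagent added for 30 - 60 minutes at room temperature; luminescence read.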
GLP1R inv ag: GLP-1 receptor (human) inverse agonism | P43220 | HEK293 GLP-1R CRE-luciferase, luminescence, 24 h; GLP-1R form is constitutively active | Potency, µM (series often up to 38.3 µM), without a hit: top-dose activity change, negative = inhibition, usual class: inhibitors | actives 1.6% (n = 410,000) | AID 624417; further: potency means the concentration at half of the fitted maximal effect; on the % scale 0 is the no-effect control and ±100 the full control effect; nearly all actives have a fitted effect of over 55% in size
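Using stably transfected HEK293 (constitutively active GLP-1R, cAMP-luciferase reporter), compounds were incubated 24 hr and luciferase measured by luminescence.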
GLP1R cytotox: cytotoxicity counter-screen for GLP-1 receptor inverse agonists. Potency, µM (top dose mostly 38.3 µM), without a hit: top-dose activity change, negative = inhibition, most hits filed as inhibitors. AID 624418. HEK293 cAMP-luciferase reporter cells, luminescence, 24 h. actives 0.13% (n = 410,000);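 further: loss of luciferase light is scored as toxicity; potency means the concentration at half of the fitted maximal effect; on the % scale 0 is the no-effect control and ±100 the full control effect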
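Compound-treated cells are incubated 24 hr at 37 deg C under 5% CO2 after a 12 hour attachment period, then luciferase detection reagent is added and luminescence is measured following 12 min at room temperature; lowered signal indicates toxicity.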
GLP1R ag: GLP-1 receptor (human) agonism; P43220; Potency, µM (highest dose often 45.6 µM), for the others: top-dose activation, actives largely listed as activators; HEK293 GLP-1R CRE-luciferase, luminescence, 4-6 h; cells express a hypersensitive GLP-1R form; actives 0.007% (n = 380,000); further: potency means the concentration at half of the fitted maximal effect; % of control where 0% means no effect
PLK1 PBD block: PLK1 (human) polo-box domain binding inhibition | Potency, µM, for the others: max response, negative = inhibition, usual class: inhibitors | actives 2.8% (n = 360,000) | P53350 | Plk1 PBD binding of FITC phosphopeptide, fluorescence polarization; further: potency means the concentration at half of the fitted maximal effect; series mostly up to about 57 µM; on the % scale 0 is the no-effect control and ±100 the full control effect; nearly all actives have a fitted effect of over 65% in size
Numbers without * were called inactive; ? = inconclusive; / = not tested or not shown; [ ] = another dose, or the depositor's remark. Unless noted, the call rests on the fitted dose curve; in most records, active means well fitted curve in the direction sought with a large enough effect; inconclusive means small, poorly fitted or top-dose-only effect, or another doubt; inactive means no such curve, though single readings can be large; an effect the other way counts as inactive or inconclusive.

SMILES	PI5P4Ka inh	IL2 activator	DRD3 antagonist	WRN inhibitor	D3 ag	GLP1R inv ag	GLP1R cytotox	GLP1R ag	PLK1 PBD block
CC1(C)OC1COc1c2ccoc2cc2oc(=O)ccc12 (stereo unspecified)	-2	1.6	9	-1%	8	1%	6%	-1%	-6%
CCN(CC(=O)Nc1c(F)cccc1F)C(=O)Cc1ccccc1	2	-2.1	14	0%	3	-14%	6%	-1%	-3%
Cc1cc(C(F)(F)F)nc(SCC(=O)Nc2ccccc2)n1	/	-2.2	24	11%	0	7%	2%	13%	-2%
CCOC(=O)C1CCCN(c2c(N3CCOCC3)c(=O)c2=O)C1 (stereo unspecified)	-4	-0.6	-1	4%	2	1%	3%	7%	-2%
CN(Cc1c(F)cccc1Cl)C(=O)c1cccc(S(=O)(=O)NCc2ccccc2)c1	0	-4.3	10	0%	2	?	-2%	18%	-2%
CC(NC(=O)COC(=O)CCc1ccc(S(=O)(=O)N2CCOCC2)cc1)C1CC2CCC1C2 (stereo unspecified)	8	2.6	-7	-7%	-4	10%	20%	12%	?
Cc1ccc(CN2C(=O)CCSc3ccc(Cl)cc32)cc1	13	-0.1	-24	-1%	-21	?	-18%	-1%	-7%
O=C(COC(=O)CC1c2ccccc2CCN1S(=O)(=O)c1ccccc1)Nc1ccccc1 (stereo unspecified)	-3	0.3	4	-5%	-8	?	-10%	14%	5%
CCOC(=O)CC1(C)Sc2ccccc2N1S(=O)(=O)c1ccc(C)cc1 (stereo unspecified)	5	-1.1	-5	-7%	-6	?	33%[activator]	/	-11%
O=C1C=C(NCC2CCCO2)CC(c2ccccc2)C1 (stereo unspecified)	-1	2.6	0	-1%	2	-16%	-18%	0%	2%
Cc1nc(Cl)cc(CS(=O)(=O)c2ccc(Cl)cc2)n1	-12	1.0	-8	-24%	3	-1%	10%	-3%	?
Cc1cc(C)n(C(=O)C2CCCN2S(=O)(=O)c2ccc(Cl)cc2)n1 (stereo unspecified)	-5	-0.7	14	-29%[57.1 µM]	6	5%	16%[1.53 µM]	0%	0%
COc1ccc(C2C(Oc3ccccc3C)C(=O)N2Cc2ccc(F)cc2)cc1OC (stereo unspecified)	3	-0.1	-69*	-12%	-11	?	-10%	4%	-6%
CC(=O)N1C(=O)NC2=C(C(=O)CCC2)C1c1cccc([N+](=O)[O-])c1 (stereo unspecified)	0	-0.6	1	1%[57.1 µM]	7	4%	-1%	16%	-7%
CCN1C(C)=C(C)S/C1=C1\SC(=S)N(C2CCCCC2)C1=O	-5	1.1	1	-1%	-3	3%	1%	2%	?
OC[C@H]1O[C@H](OC[C@H]2O[C@H](OC[C@H]3O[C@H](O[C@]4(CO)O[C@H](CO)[C@@H](O)[C@@H]4O)[C@H](O)[C@@H](O)[C@@H]3O)[C@H](O)[C@@H](O)[C@H]2O)[C@H](O)[C@@H](O)[C@H]1O	12	0.0	8	10%	20	4%	6%	16%	-11%
CC(=O)c1cccc(NC(=O)CSc2nnc(C(C)N(C)C)n2Cc2ccccc2)c1 (stereo unspecified)	0	-0.3	2	-9%	2	?	-5%	14%	-8%
COc1ccc(/C=C/c2ccncc2)cc1	1	-0.8	22	-7%	-11	41%[activator]	-6%	11%	-2%
Cc1ccc(NS(=O)(=O)c2ccc(NC(=O)c3ccccc3C(=O)O)cc2)cc1C	-2	2.2	-26	-11%	-5	-14%	-8%	-3%	-14%
O=C1CC/C=C\C[C@@H](CC(=O)N(CCO)Cc2ccccc2)C(=O)N2CCC[C@H]2CO1	4	0.0	-7	5%	7	5%	10%	-5%	2%
O=C(NCCCO)c1ccc(CSc2nc3ccccc3c(=O)[nH]2)cc1	-3	-4.0	-7	-2%	-18	46%[activator]	1%	10%	-5%
COc1ccccc1Nc1nc2c(C)cccc2cc1C#N	/	1.3	20	-5%	5	16%	6%	6%	-4%

Quoted at random: seven records from the list, in no set order.
SMILES	PI5P4Ka inh	IL2 activator	DRD3 antagonist	WRN inhibitor	D3 ag	GLP1R inv ag	GLP1R cytotox	GLP1R ag	PLK1 PBD block
COc1ccccc1Nc1nc2c(C)cccc2cc1C#N	/	1.3	20	-5%	5	16%	6%	6%	-4%
CC1(C)OC1COc1c2ccoc2cc2oc(=O)ccc12 (stereo unspecified)	-2	1.6	9	-1%	8	1%	6%	-1%	-6%
CC(=O)N1C(=O)NC2=C(C(=O)CCC2)C1c1cccc([N+](=O)[O-])c1 (stereo unspecified)	0	-0.6	1	1%[57.1 µM]	7	4%	-1%	16%	-7%
CCOC(=O)C1CCCN(c2c(N3CCOCC3)c(=O)c2=O)C1 (stereo unspecified)	-4	-0.6	-1	4%	2	1%	3%	7%	-2%
CN(Cc1c(F)cccc1Cl)C(=O)c1cccc(S(=O)(=O)NCc2ccccc2)c1	0	-4.3	10	0%	2	?	-2%	18%	-2%
Cc1cc(C(F)(F)F)nc(SCC(=O)Nc2ccccc2)n1	/	-2.2	24	11%	0	7%	2%	13%	-2%
Cc1nc(Cl)cc(CS(=O)(=O)c2ccc(Cl)cc2)n1	-12	1.0	-8	-24%	3	-1%	10%	-3%	?

Screening data: PubChem BioAssay, National Center for Advancing Translational Sciences (NCATS)
